# IL1B NFkB pot – enhances IL-1B driven NFkB nuclear translocation; HUVEC IL-1B NFkB p65 nuclear translocation imaging; activation, % at 2 µM; actives 0.3% (n = 94,000); AID 819;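 active means activation above 40%, about the mean plus 3 SD, also judged a hit on visual image review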;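 further: percent activation is computed from the nuclear over cytoplasmic p65 intensity ratio; values of inactives mirror those of a sister screen read the other way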
# PLAP inhibition – PLAP enzyme inhibitors, biochemical, luminescence, HTS (AID 690); actives 0.08% (n = 96,000); purified PLAP, luminescent substrate; higher % means a stronger effect; inhibition, % at 20 µM, or IC50 in µM where a hit was titrated; in the data active means a potency from the dose series; inactive means the rest, 99 in 100 with inhibition below about 30%; further: strong numbers were not always called active
# MRP resist rev – MRP-mediated drug resistance reversal | actives 0.04% (n = 85,000) | differential viability (reversal), % at 10 µM | H69AR cells + 2 uM doxorubicin, CellTiter-Glo, 72 h | AID 602;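 active means viability drop by adding the cancer drug above about 55%, with treated viability meeting a 40% cutoff, limit read from the data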;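 further: viability without doxorubicin minus viability with 2 µM doxorubicin for each compound; larger differential means the compound sensitizes cells more to doxorubicin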
# Bcl-B displacement – displacers of TR3 peptide from Bcl-B, primary screen, selectivity assay for Bfl-1 inhibitor project, biochemical, fluorescence polarization; FP displacement of FITC-TR3 peptide from Bcl-B; higher % means a stronger effect; actives 0.11% (n = 96,000); AID 748; displacement, % at 20 µM; hits with a dose series show IC50 in µM;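 active means displacement above 50% at 20 µM plus a fluorescence interference ratio under 1.5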;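 further: plate controls were wells without compound for no effect and wells lacking Bcl-B protein for full effect; a part of the inactive calls stands beside numbers as strong as those of hits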
# NFkB transloc inh – blocks IL-1B driven NFkB nuclear translocation in HUVEC cells | AID 796 | inhibition, % at 2 µM | actives 0.43% (n = 94,000) | HUVEC IL-1B NFkB p65 nuclear translocation imaging;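 active means inhibition above about 30% together with a positive call from visual inspection of the well image, limit read from the data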;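 further: nuclear over cytoplasmic p65 intensity ratio measured by imaging; 0% = IL-1B stimulated DMSO wells and 100% = unstimulated DMSO wells; values of inactives mirror those of a sister screen read the other way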
# MRP resist rev cytotoxicity – second read-out of MRP resist rev, no call of its own (marks repeat the call); viability, %; H69AR cells, CellTiter-Glo, 72 h; measured here: cytotoxicity without doxorubicin
# MRP resist rev with doxorubicin – further read-out of MRP resist rev, marked with its call; viability, %; measured here: viability with 2 uM doxorubicin; active compounds read low
# NFkB transloc inh cell count 2 µM – second read-out of NFkB transloc inh, no call of its own (marks repeat the call); cell count; measured here: cells passing quality filter;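 raw number of nuclei counted in each imaged well without normalization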
# IL1B NFkB pot cell count 2 µM – further read-out of IL1B NFkB pot, marked with its call; cell count; measured here: cells passing quality filter
# Active calls of the source: *; . = not tested or not shown. These rows are one share of the data, so the mix of outcomes need not match the whole.
SMILES,IL1B NFkB pot,IL1B NFkB pot cell count 2 µM,PLAP inhibition,MRP resist rev,MRP resist rev cytotoxicity,MRP resist rev with doxorubicin,Bcl-B displacement,NFkB transloc inh,NFkB transloc inh cell count 2 µM
CCOC(=O)C1CCN(Cc2cn[nH]c2-c2ccccc2)CC1,-2,142,-92%,0,89,89,0%,2,142
O=C(O)CSc1nnc(-c2ccncc2)n1C1CCCCC1,-17,248,-7%,-9,93,102,1%,17,248
C(=C\c1ccccc1)/CSc1nnc(-c2cccnc2)o1,3,93,10%,.,.,.,-1%,-3,93
COc1ccc2[nH]c3c(N4CCC(O)(c5cccc(C(F)(F)F)c5)CC4)ncnc3c2c1,16,176,2%,.,.,.,-3%,-16,176
COc1cccc(-c2nnc3sc(-c4ccc(C)cc4)nn23)c1,1,143,-17%,.,.,.,-8%,-1,143
CCOC(=O)C1CCCN(C(=O)C2CCN(S(=O)(=O)c3cnc[nH]3)CC2)C1 (stereo not drawn),.,.,3%,7,96,89,-18%,.,.
S=C1NCCOCCOCCOCCOCCN1,0,152,9%,-2,101,103,-7%,0,152
Cc1ccccc1OCC1CN(CN2CCOCC2)C(=O)O1 (stereo not drawn),-12,102,11%,-1,96,97,-18%,12,102
O=C(CSc1nnc(-c2ccc(NS(=O)(=O)c3ccccc3)cc2)o1)NCC1CCCO1 (stereo not drawn),0,192,-42%,-6,71,77,0%,0,192
O=C(COC(=O)c1cc(S(=O)(=O)N2CCOCC2)cs1)c1ccccc1,6,159,11%,7,106,99,-9%,-6,159
CCCCc1nc(S(=O)(=O)c2ccc(Cl)cc2)c(N2CCOCC2)o1,2,118,.,23,98,74,.,-2,118
CCCOC(=O)CSC1=C(C#N)C(c2ccccc2Cl)CC(=O)N1 (stereo not drawn),-7,54,18%,-4,77,81,4%,7,54
CCOC(=O)Nc1cc(Br)c2c(c1)OCCO2,.,.,15%,19,95,76,-9%,.,.
Cc1cccc2cc(C(c3nnnn3C(C)(C)C)N(Cc3ccco3)CC3CCCO3)c(=O)[nH]c12 (stereo not drawn),.,.,-50%,-4,88,92,.,.,.
CCn1c(CC(=O)Nc2ccc(C)c(Cl)c2)nnc1SCc1ccc(Cl)c(Cl)c1,-4,35,31%,.,.,.,2%,4,35
Clc1ccc(-c2cn3cccnc3n2)cc1,7,62,19%,-3,90,93,-4%,-7,62
O=C(CCC1CCCC1)N1CCC(N2CCN(c3ccccc3)CC2)CC1,.,.,-78%,3,72,69,1%,.,.
CC(=O)Oc1ccc(/C=c2\sc3ncnn3c2=O)cc1,33,70,4%,14,81,67,0%,-33,70
O=C(Nc1nnc(C2CCCO2)s1)c1ccc(Br)cc1 (stereo not drawn),10,179,2%,15,103,89,-15%,-10,179
c1ccc(Nc2nc(N3CCOCC3)nc(N3CCOCC3)n2)cc1,-3,92,-56%,.,.,.,-2%,3,92
Cn1c(SCC(=O)Nc2nc3ccccc3s2)nnc1-c1ccccc1,-12,96,15%,5,97,92,-22%,12,96
COc1cccc(CNC(=O)c2cc3c(C)nc4ccccc4c3o2)c1,-4,140,-55%,4,77,73,3%,4,140
CCSc1nnc(-c2ccc(OC)cc2)o1,15,158,4%,.,.,.,8%,-15,158
COc1ccccc1NC(=O)CNC(=O)c1ccccc1,1,105,3%,-4,96,100,-5%,0,105
CCCNC(=O)CN(c1ccc(F)cc1)S(=O)(=O)c1ccc2c(c1)OCCO2,-15,109,-73%,16,100,83,0%,15,109
Cc1occc1C(=O)N/N=C/c1cccs1,12,187,-2%,.,.,.,-4%,-12,187
O=C(Cn1cnc2c(oc3ccccc32)c1=O)c1ccccc1,11,192,-3%,1,88,88,-10%,-12,192
CCOC(=O)c1cc2sccc2n1CC(=O)O,-22,126,-24%,4,90,86,9%,22,126
CCOc1ccc(OCC)c2sc(C)nc12,13,174,-36%,3,96,93,-5%,-13,174
COc1ccc(OC2C(=O)N(Cc3ccc4c(c3)OCO4)C2c2cccs2)cc1 (stereo not drawn),2,120,1%,.,.,.,-4%,-2,120
CC(=O)NCC(=O)OC(C)C(=O)Nc1ccc(C(C)=O)cc1 (stereo not drawn),2,129,-12%,.,.,.,-3%,-2,129
O=C1OCc2cc(NS(=O)(=O)c3cccs3)ccc21,5,128,-9%,13,91,78,-2%,-5,128
CCN1C(=O)CSc2ccc(C(=O)NCc3ccc(OC)cc3)cc21,-6,55,-87%,0,87,87,0%,6,55
O=C(NCc1ccc2c(c1)OCO2)c1ccccn1,2,162,.,-3,88,92,.,-2,162
CCOC(=O)/C(C#N)=C\c1ccc(N2CCN(C)CC2)cc1,1,201,10%,.,.,.,-2%,-1,201
CCOc1cccc(NC(=O)C2CC(=O)N(C)C2)c1 (stereo not drawn),9,122,18%,1,91,90,-7%,-9,122
Cc1nn(Cc2ccccc2)c(=O)n1N(C)c1ncc(C(F)(F)F)cc1Cl,12,188,-55%,-1,91,92,-7%,-12,188
CCCCOC(=O)Nc1cccc(C(=O)OCC)c1,17,41,-6%,-5,85,89,-3%,-17,41
CN(c1ccc(C(=O)O)cc1)S(=O)(=O)c1ccc(Cl)cc1,18,120,-2%,17,98,81,-1%,-18,120
O=c1c(-c2ccco2)[n+]([O-])c2ccccc2n1OCc1ccccc1,26,192,-18%,-2,91,93,-80%,-26,192

# Full records, quoted from the list. Order of screens: IL1B NFkB pot	IL1B NFkB pot cell count 2 µM	PLAP inhibition	MRP resist rev	MRP resist rev cytotoxicity	MRP resist rev with doxorubicin	Bcl-B displacement	NFkB transloc inh	NFkB transloc inh cell count 2 µM
# Cn1c(SCC(=O)Nc2nc3ccccc3s2)nnc1-c1ccccc1 is entered as -12	96	15%	5	97	92	-22%	12	96
# CCn1c(CC(=O)Nc2ccc(C)c(Cl)c2)nnc1SCc1ccc(Cl)c(Cl)c1 is entered as -4	35	31%	.	.	.	2%	4	35

# As entered above:
# CCCNC(=O)CN(c1ccc(F)cc1)S(=O)(=O)c1ccc2c(c1)OCCO2 | Bcl-B displacement: 0%
# CCOc1cccc(NC(=O)C2CC(=O)N(C)C2)c1 (stereo not drawn) | MRP resist rev: 1
# CCOC(=O)/C(C#N)=C\c1ccc(N2CCN(C)CC2)cc1 | Bcl-B displacement: -2%
# O=C(Cn1cnc2c(oc3ccccc32)c1=O)c1ccccc1 | PLAP inhibition: -3%

# By substructure, the compounds so far containing a cyano group (two)
SMILES,IL1B NFkB pot,IL1B NFkB pot cell count 2 µM,PLAP inhibition,MRP resist rev,MRP resist rev cytotoxicity,MRP resist rev with doxorubicin,Bcl-B displacement,NFkB transloc inh,NFkB transloc inh cell count 2 µM
CCCOC(=O)CSC1=C(C#N)C(c2ccccc2Cl)CC(=O)N1 (stereo not drawn),-7,54,18%,-4,77,81,4%,7,54
CCOC(=O)/C(C#N)=C\c1ccc(N2CCN(C)CC2)cc1,1,201,10%,.,.,.,-2%,-1,201

# Next results follow.
SMILES,IL1B NFkB pot,IL1B NFkB pot cell count 2 µM,PLAP inhibition,MRP resist rev,MRP resist rev cytotoxicity,MRP resist rev with doxorubicin,Bcl-B displacement,NFkB transloc inh,NFkB transloc inh cell count 2 µM
CCCCNC(=O)C1CCCN(S(=O)(=O)c2ccc(-n3cnnn3)cc2)C1 (stereo not drawn),5,130,14%,5,91,86,3%,-5,130
CC(NC(=O)c1cc2c(s1)CCCC2)C(C)(C)C (stereo not drawn),12,161,32%,-4,93,96,0%,-12,161
Cc1cc(C)nc(Nc2ncc(O)n2-c2ccccc2)n1,9,43,2%,9,99,90,-17%,-9,43
CCOC(=O)CSc1snnc1-c1ccccc1,9,167,24%,4,95,91,5%,-9,167
CCOc1ccc2nc(N3CCCC(C(=O)NCCCN4CCOCC4)C3)sc2c1 (stereo not drawn),.,.,-69%,11,86,75,3%,.,.
COc1cc(C)c(CNc2cc(C)cc(C)c2)cc1C,.,.,25%,8,84,76,-10%,.,.
OC(CSc1ccccc1Cl)CN1CCN(c2ccccc2F)CC1 (stereo not drawn),1,110,-14%,.,.,.,-6%,-1,110
CC(SCC(=O)Nc1ccc(S(=O)(=O)N2CCCCC2)cc1)C(=O)O (stereo not drawn),9,188,-30%,-3,98,101,18%,-9,188
Cc1cc(NC(=O)Cc2ccccc2)nc2c1c(=O)oc1ccccc12,12,160,5%,.,.,.,-8%,-12,160
COC(=O)c1sc(=S)sc1C(=O)OC,17,195,-5%,-15,70,85,5%,-17,195
O=C1Nc2ccccc2C12OCCS2 (stereo not drawn),.,.,18%,-8,94,102,3%,.,.
COc1ccc(N2CCN(C(=O)C(OC(C)=O)c3ccccc3)CC2)cc1 (stereo not drawn),15,126,-46%,1,91,91,9%,-15,126
c1ccc2c(c1)oc1c(N3CCOCC3)ncnc12,21,176,28%,11,98,87,1%,-21,176
CC(C)[C@H](NC(=O)NCCc1ccc(Cl)cc1)C(=O)O,6,87,-3%,13,93,80,-8%,-6,87
Cc1ccc(C(=O)NC2CCCCC2)cc1,15,50,-8%,-1,90,91,0%,-15,50
COCC(=O)Nc1nc2n(n1)C(c1ccccc1Cl)CC(c1ccc(OC)cc1)N2 (stereo not drawn),15,118,-74%,-5,99,104,2%,-15,118

# Exported with two lines to a compound: six of the compounds above
# Values run as follows: IL1B NFkB pot | IL1B NFkB pot cell count 2 µM | PLAP inhibition | MRP resist rev | MRP resist rev cytotoxicity | MRP resist rev with doxorubicin | Bcl-B displacement | NFkB transloc inh | NFkB transloc inh cell count 2 µM
CC(NC(=O)c1cc2c(s1)CCCC2)C(C)(C)C (stereo not drawn)
→ 12 | 161 | 32% | -4 | 93 | 96 | 0% | -12 | 161
CC(SCC(=O)Nc1ccc(S(=O)(=O)N2CCCCC2)cc1)C(=O)O (stereo not drawn)
→ 9 | 188 | -30% | -3 | 98 | 101 | 18% | -9 | 188
c1ccc2c(c1)oc1c(N3CCOCC3)ncnc12
→ 21 | 176 | 28% | 11 | 98 | 87 | 1% | -21 | 176
CCCCNC(=O)C1CCCN(S(=O)(=O)c2ccc(-n3cnnn3)cc2)C1 (stereo not drawn)
→ 5 | 130 | 14% | 5 | 91 | 86 | 3% | -5 | 130
COc1cc(C)c(CNc2cc(C)cc(C)c2)cc1C
→ . | . | 25% | 8 | 84 | 76 | -10% | . | .
CCOc1ccc2nc(N3CCCC(C(=O)NCCCN4CCOCC4)C3)sc2c1 (stereo not drawn)
→ . | . | -69% | 11 | 86 | 75 | 3% | . | .

# Bioassay records from PubChem.
